PGC1a acetyl inh: PGC1a acetylation modulation, inhibitor mode | actives 0.17% (n = 350,000) | inhibition, % at 15.6 µM | U2OS PGC1a acetylation, AlphaScreen anti-acetyl-lysine; with virally co-expressed GCN5 acetyltransferase;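 active = every replicate shows inhibition of at least 40%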;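 note: 0% = neutral control wells and 100% = positive control wells; some results beyond the cut were filed as inactive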
Cneo AK release: causes C. neoformans cell lysis; adenylate kinase release luminescence, 4 h; normalised: neutral wells 0, clomiphene wells 100; lysis activity, % at 15 µM; actives 0.2% (n = 360,000); AID 651654;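 active = mean lysis activity across replicates of at least 80%, whatever share of replicates individually reach that level; inactive = mean lysis activity below 80%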
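Test system: log-phase Cryptococcus neoformans yeast cells. Input: 5 × 10^6 yeast cells/mL. Medium: fresh YPD growth medium. Doses: single dose. Incubation: static 4 h at 37 °C with compound, 1 h detection. Measured by: luminescent adenylate kinase detection reagent. Read-out: signal increase indicating cell lysis. Benchmarks: Clomiphene.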
Statin myotox sup: suppressors of simvastatin-induced myotoxicity in C2C12 myotubes | ATP luminescence, 48 h; scaled: DMSO 0, geranylgeraniol control 100 | actives 0.78% (n = 330,000) | rescue of ATP level, % at 7.49 µM;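 active = mean ATP rescue above about 67%, or every replicate alone reaching that limit, limit read from the data, passing the limit was not always enough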;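 note: myotubes were challenged with 10 µM simvastatin during compound exposure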
PglD inh: blocks C. jejuni PglD acetyltransferase activity | actives 0.098% (n = 360,000) | purified PglD enzyme, DTNB colorimetric CoA detection | inhibition, % at 12.5 µM; in the data active = inhibition above about 16%, passing the limit was not always enough; note: strong numbers were not always called active
INS-1E GSIS act: primary screen for activators of insulin secretion dependent on glucose, INS-1E cells, GLuc reporter luminescence; actives 0.61% (n = 370,000); INS-1E GLuc reporter insulin secretion, 2-3 h; activation, % at 16.6 µM;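 active = lowest replicate activation of at least 40%, so every replicate reaches that level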;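 note: 0% = median of neutral control wells and 100% = median of IBMX positive control wells; some compounds called inactive have numbers as strong as hits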
LGR2 antag: inhibitors of bursicon-induced Drosophila LGR2 receptor cAMP signaling | HEK293 LGR2, CRE-luciferase, bursicon-stimulated, 4 h | inhibition, % at 9.99 µM | actives 0.35% (n = 380,000) | AID 720647;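 active = drop in luminescence signal, shown as inhibition above about 50% in the replicate tests, limit read from the data, passing the limit was not always enough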;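 note: agonist challenge used bursicon conditioned medium at about half maximal strength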
PAX8 reporter: lowers PAX8-driven luciferase in RMG-I cells | RMG-I TPO-luciferase reporter, SteadyGlo, 24 h | inhibition, % at 12.6 µM | actives 1.2% (n = 360,000) | AID 652154;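 active = mean replicate inhibition at least 60% with every replicate also reaching 60%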;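 note: luciferase light reporting Pax8 driven TPO promoter activity; plate controls were median of neutral control wells for no effect and mitoxantrone controls for full effect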
ARNT-TACC3 inh: disrupts binding between human ARNT and TACC3; Q9Y6A5; AID 623870; inhibition, % at 9.99 µM; actives 0.66% (n = 390,000); AlphaScreen His-ARNT PAS-B/GST-TACC3 binding, luminescence; TACC3 fragment carries E629A point mutation;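 active = mean inhibition of replicates at least 50% and at least half of replicates each reaching 50%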;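 note: 0% = complete ARNT plus TACC3 wells and 100% = ARNT alone without TACC3; many hits fall short of the cut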
An asterisk follows results filed as active; · = not tested or not shown.

Start of the data: the first three records (preview)
Sequence of screens: PGC1a acetyl inh	Cneo AK release	Statin myotox sup	PglD inh	INS-1E GSIS act	LGR2 antag	PAX8 reporter	ARNT-TACC3 inh
1: N#Cc1c(N)n(CCCN2CCOCC2)c2nc3ccccc3nc12
→ -2.1	-0.8	4.9	-2.0	·	·	-7.8	21.0
2: COc1ccc(CCC(=O)NCCS(=O)(=O)N2CCN(c3ccccc3F)CC2)cc1
→ ·	-3.5	-9.7	-10.8	11.0	-8.8	14.8	-2.5
3: COc1ccccc1CNC(=O)CS(=O)(=O)c1ccccc1
→ 7.5	0.6	·	-4.7	6.6	-12.8	-13.3	0.3

This part in full, previewed entries included:
Sequence of screens: PGC1a acetyl inh	Cneo AK release	Statin myotox sup	PglD inh	INS-1E GSIS act	LGR2 antag	PAX8 reporter	ARNT-TACC3 inh
1: N#Cc1c(N)n(CCCN2CCOCC2)c2nc3ccccc3nc12
→ -2.1	-0.8	4.9	-2.0	·	·	-7.8	21.0
2: COc1ccc(CCC(=O)NCCS(=O)(=O)N2CCN(c3ccccc3F)CC2)cc1
→ ·	-3.5	-9.7	-10.8	11.0	-8.8	14.8	-2.5
3: COc1ccccc1CNC(=O)CS(=O)(=O)c1ccccc1
→ 7.5	0.6	·	-4.7	6.6	-12.8	-13.3	0.3
4: O=C(CN1CCN(S(=O)(=O)c2ccc(Cl)s2)CC1)NCc1ccc(Cl)cc1
→ ·	-4.3	4.3	2.3	·	·	11.3	-8.2
5: COc1ccccc1OCC#CCn1ccnc1
→ ·	·	·	·	1.1	-0.3	8.1	3.8
6: CCN(CC(=O)Nc1c(F)cccc1F)C(=O)CN1C(=O)C2CCCCC2C1=O (stereo not drawn)
→ 5.8	-0.8	4.2	-1.1	3.3	-11.8	-6.7	·
7: O=C1CCCC/C=C\C[C@H](CC(=O)N(CCO)Cc2ccccc2)C(=O)N2CCC[C@@H]2CO1
→ 10.3	1.4	-4.0	-1.9	-8.9	13.2	2.9	-9.3
8: COc1ccc2[nH]c3c(c2c1)CCN1C(=O)N([C@@H](C)C(=O)NCc2ccco2)C(=O)[C@]31C
→ -18.9	-0.9	-5.4	1.2	-3.0	3.4	·	-2.9
9: Cc1ccc(S(=O)(=O)Nc2ccc3c(c2)C(=O)N([C@H](C)CO)C[C@H](C)[C@@H](CN(C)S(=O)(=O)c2ccc(F)cc2)OCCCC[C@@H](C)O3)cc1
→ 3.3	-1.3	·	-2.2	3.9	-2.9	-14.2	-1.1
10: O=C(NCC1CCCCC1)c1csc([C@@H]2O[C@H](CO)[C@H](O)[C@H](O)[C@H]2O)n1
→ 10.7	0.2	5.8	2.9	5.2	6.2	-4.7	·
11: COc1ccc(N2CCN(C(=O)c3csc4ccccc34)CC2)cc1
→ ·	-1.6	1.3	-3.9	·	·	13.3	-8.0
12: O=C(NCc1ccco1)C(c1ccncc1)N(C(=O)Cc1cccs1)c1ccccc1 (stereo not drawn)
→ 6.6	0.7	-3.5	3.6	-7.1	·	15.9	-1.0
13: CCOC(=O)C(NC(=O)C1C(C)N1S(=O)(=O)c1ccc(C)cc1)C(=O)OCC (stereo not drawn)
→ 2.9	-1.9	6.7	-1.8	10.1	3.9	-3.3	-8.7
14: Cc1cc(C)nc(Sc2ncnc(N)c2[N+](=O)[O-])n1
→ 0.5	-1.7	10.4	5.4	0.3	10.5	1.4	-2.8
15: C[C@@H](NC(=O)C[C@H]1C=C[C@H](NC(=O)Cc2ccccn2)[C@@H](CO)O1)c1ccccc1
→ -0.3	2.4	3.0	2.1	27.2	-12.4	·	2.4
16: CCCC1(c2ccccc2)NC(=O)N(CCN2C(=O)c3ccccc3C2=O)C1=O (stereo not drawn)
→ ·	9.0	15.0	0.5	·	·	·	4.2
17: CS(=O)(=O)Nc1ccc2c(c1)[C@H]1C[C@H](CC(=O)NCC(F)(F)F)O[C@@H](CO)[C@H]1O2
→ 4.0	-4.7	-7.0	2.9	16.1	0.7	-4.8	-8.5
18: COc1ccc(C(=O)N2CCN(C(=O)c3ccc(-c4ccccc4)cc3)CC2)cc1OC
→ -0.3	·	·	·	-5.5	16.3	-3.3	-5.6
19: Cc1sc2ncnc(N[C@@H](CCC(=O)O)C(=O)O)c2c1C
→ 2.0	-2.0	4.0	1.7	·	·	·	-3.7
20: COc1ccc(Cl)cc1NC(=O)CCNS(=O)(=O)c1cccc2nonc12
→ -1.4	-0.6	3.3	-2.3	8.6	-3.2	17.4	0.6
21: CC(=O)Nc1ccc(S(=O)(=O)N[C@@H](C)C(=O)OCC(=O)c2ccc(C)cc2)cc1
→ -3.8	43.3	1.9	0.0	-44.0	-5.5	10.2	-2.7
22: Cn1c(SCC(=O)N2CCCc3ccccc32)nnc1-c1cccs1
→ 9.7	-1.7	8.9	7.4	·	·	·	-3.3
23: CCCN(C(=O)CSc1nnc(-c2ccncc2)n1CCC)c1c(N)n(Cc2ccccc2)c(=O)[nH]c1=O
→ -5.6	0.0	1.4	1.2	·	-10.3	10.2	·
24: COc1ccc(S(=O)(=O)N(C)C[C@@H]2OCCCC[C@H](C)Oc3ccc(N(C)C)cc3C(=O)N([C@H](C)CO)C[C@H]2C)cc1
→ 2.3	0.2	0.9	2.8	-6.9	-10.3	37.3	11.9
25: O=C(c1cccc(F)c1)N1CC2(C1)[C@@H](c1ccccc1)[C@H](CO)N2C(=O)C1CCC1
→ 5.7	·	·	·	-6.0	-16.8	-20.6	·
26: CC(=O)NS(=O)(=O)c1ccccc1
→ -9.4	0.5	7.4	-5.6	·	·	·	-9.3
27: COc1ccc(NC(=O)N(C)C[C@H]2Oc3ccc(NS(=O)(=O)c4cccs4)cc3CC(=O)N([C@@H](C)CO)C[C@H]2C)cc1
→ -6.8	-0.6	8.2	-1.0	0.2	-6.5	-4.6	-10.4
28: O=C(NCc1ccco1)C1Cc2cc(Cl)ccc2O1 (stereo not drawn)
→ ·	14.2	7.9	-1.6	-3.0	-19.6	12.9	0.3
29: COC(=O)c1ccccc1CCC(C)=O
→ 3.5	·	·	·	17.6	-12.6	·	-3.5
30: Cc1cc(C(=O)OCC(=O)NCc2ccc3c(c2)OCO3)c2ccccc2n1
→ -12.9	·	·	·	15.3	11.3	9.1	1.3
31: C[C@H](CO)N1C[C@H](C)[C@@H](CN(C)S(=O)(=O)c2cccs2)OCCCC[C@H](C)Oc2ccc(NC(=O)C3CCCCC3)cc2C1=O
→ 1.9	1.7	·	-2.1	-2.0	14.2	·	0.2
32: CC1(C)CC[C@]2(C(=O)O)[C@H](O)C[C@]3(C)C(=CCC4[C@@]5(C)C[C@H](O)[C@H](O)[C@@](C)(CO)C5CC[C@]43C)[C@@H]2C1 (stereo partly drawn)
→ 10.9	1.1	10.3	-1.4	-3.3	5.5	·	-4.8
33: O=C(O)c1ccc(OCC(F)(F)F)nc1
→ ·	·	·	·	3.1	-11.0	-1.6	-1.9
34: CC(=O)Nc1cccc(C(=O)NC2CCCc3c2cnn3-c2ccccc2F)c1 (stereo not drawn)
→ 7.3	1.4	-1.2	-8.1	8.1	4.4	19.7	-19.2
35: COc1ccc(C)c2sc(N3CCCC3)nc12
→ -5.5	9.2	0.2	-7.7	·	·	5.9	-12.4
36: CSc1cccc(NC(=O)C2C3C=CC4(O3)C2C(=O)N(CCN2CCOCC2)C4C(=O)NC2CCCCC2)c1 (stereo not drawn)
→ 1.0	5.0	-0.6	-1.1	-10.6	19.8	16.6	-3.8
37: COCCn1c(=S)[nH]c2sc3c(c2c1=O)CCC(C)C3 (stereo not drawn)
→ ·	-0.7	40.1	-4.3	1.3	1.5	-16.1	17.5
38: COc1cccc(/C=C/C(=O)OCC(=O)NC(=O)NC2CCCC2)c1
→ 2.9	0.7	-10.5	-2.7	-13.8	8.8	-2.7	10.4
39: CCOc1ccc(Nc2oc(Cc3ccccc3)nc2C#N)cc1
→ -9.7	-1.0	-2.4	-0.3	-21.6	-54.2	·	·
40: C[C@@H]1CN([C@@H](C)CO)C(=O)c2cccc(NC(=O)c3ccc(-c4nccs4)cc3)c2O[C@@H]1CN(C)S(=O)(=O)c1ccccc1
→ 1.2	-16.7	38.4	-3.3	7.7	9.1	-28.1	-0.9
41: COc1ccccc1OCCNc1ccc(S(=O)(=O)N2CCCC2)cn1
→ -2.6	·	11.0	-2.9	12.1	8.1	-0.2	0.4
42: CSc1ccc(/C=C(\NC(=O)c2ccc(C)cc2)C(=O)NN)cc1
→ 4.4	-1.0	·	-12.1	·	·	6.5	·
43: CCN(C(=O)CN1C=NS(=O)(=O)c2ccccc21)c1ccccc1
→ 7.2	0.1	-13.5	1.1	4.9	4.1	7.0	-4.5
44: CCCn1c(=N)c(C#N)cc2c(=O)n3ccccc3nc21
→ ·	·	·	·	-5.2	1.7	7.6	-0.5
45: N#C[C@H]1[C@@H](c2ccc(C#CC3CCCC3)cc2)[C@@H](CO)N1S(=O)(=O)Cc1ccccc1
→ -5.9	2.9	-122.8	3.5	-27.8	6.2	60.0	-4.3
46: O=C(CNC(=O)c1cccc(OC(F)F)c1)OCC(=O)c1ccccc1
→ 1.7	0.3	-3.1	2.9	-7.3	14.6	-25.9	0.0
47: CO[C@H]1CN(C)C(=O)c2ccc(NC(=O)Nc3ccccc3)cc2OC[C@@H](C)N(C(=O)CC2CC2)C[C@H]1C
→ -12.3	-0.7	-18.0	0.5	-14.5	-4.1	·	-3.2
48: COc1ccc2ccccc2c1/C=N/NC(=O)c1nnn(-c2nonc2N)c1C(C)C
→ -3.1	4.2	-1.0	8.2	12.8	9.7	1.8	-8.0
49: CO[C@@H]1CN(C)C(=O)c2ccc(NS(C)(=O)=O)cc2OC[C@H](C)N(Cc2nccs2)C[C@@H]1C
→ 4.5	4.5	10.4	-1.3	-1.0	-2.1	-13.8	-2.5
50: COc1ccc(NC(=O)N(C)C[C@@H]2OCc3ccccc3-c3c(n(C)c4ccccc34)C(=O)N([C@H](C)CO)C[C@H]2C)cc1
→ 6.0	-3.9	15.4	4.1	-18.6	27.9	·	5.6
51: COc1cc(-n2c(=O)c3ccccc3n(Cc3ccccc3)c2=O)cc(OC)c1OC
→ -13.4	1.8	-11.6	2.7	·	·	·	-2.1
52: Cc1cc(C(=O)COC(=O)c2ccc(Cl)c(S(N)(=O)=O)c2)c(C)n1CC1CCCO1 (stereo not drawn)
→ ·	·	·	·	0.2	24.5	-196.5	5.3
53: C[C@@H]1CN([C@H](C)CO)C(=O)c2cc(NS(=O)(=O)c3cccs3)ccc2O[C@@H]1CN(C)C(=O)Nc1ccc(F)cc1
→ 5.1	-1.5	·	-1.2	26.6	3.7	·	2.6
54: CCC(=O)N1[C@H](CN(C(C)C)S(C)(=O)=O)[C@@H](c2ccccc2)[C@@H]1CO
→ 10.6	0.8	0.2	0.3	7.0	4.1	9.8	0.8

Bioassay records: PubChem, Broad Institute
